Rad51 HR inh – human RAD51 strand exchange inhibitors, primary screen, biochemical, fluorescence; DNA repair protein RAD51 homolog 1 (Homo sapiens), Q06609; hRad51 DNA strand exchange, fluorescence dequenching; inhibition, % at 10 µM; 200,000 tested, 0.085% active; AID 1385, 2008;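 active means inhibition above 40% at the single screening dose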;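 further: 0% = DMSO control wells and 100% = blanks with heterologous ssDNA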
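Test system: preformed human Rad51 ssDNA filaments; also added: Donor/quencher-labelled 47-bp dsDNA substrate; doses: 10 µM final, single point; times: 37 °C 15-min filament assembly, 30-min compound preincubation, 15-min exchange; detection: FRET fluorescence dequenching, excitation 485 nm, emission 520 nm; read-out basis: Fluorescence-based percent inhibition, control- and blank-normalised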
Furin inhibitor – human furin inhibitors, primary screen, biochemical, fluorescence intensity; P09958; purified furin, fluorogenic substrate cleavage; inhibition, % at 30 µM; 220,000 tested, 0.061% active; AID 463115, 2010; in the data active means inhibition above about 25%; further: inactives centre near -15
FXIIa inh – human FXIIa protease inhibitors, primary screen, biochemical, 1536-well; Coagulation factor XII (Homo sapiens), P00748; purified FXIIa, Boc-QGR-AMC fluorogenic substrate, 2 h; inhibition, % at 5 µM; 220,000 tested, 0.3% active; AID 800, 2007; in the data active means inhibition above about 40%;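 further: 0% = enzyme with no compound and 100% = blank without enzyme; many of its hits are not listed in these tables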
Calpain2 inh – inhibitors of pig calpain II, primary screen, biochemical, fluorogenic peptide substrate, 1536-well; inhibition, % at 16 µM; AID 1236, 2008; 220,000 tested, 0.37% active; purified calpain II, 30 min;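 active means inhibition above about 50%, limit read from the data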
PERK inhibitor – block of dimerizer-induced PERK translation repression, primary screen, PERK inhibitor project, CHO PERK-DD cells, SEAP luminescence, HTS; Eukaryotic translation initiation factor 2-alpha kinase 3 (Homo sapiens), Q9NZJ5; CHO PERK-DD fusion, SEAP luminescence translation reporter; inhibition, % at 5.6 µM; 220,000 tested, 0.17% active; AID 1416, 2008;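 active means inhibition above the mean inhibition of all tested compounds plus 3 SD, set separately per screening campaign, cut at about 2.9% in these data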;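 further: PERK kinase domain activated by AP20187 dimerizer at 100 nM; 0% = DMSO with dimerizer and 100% = rapamycin at 8.4 µM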
Cl transport mod – KCC2 cotransporter modulators, thallium flux, primary screen, cell-based, HEK293 KCC2, FluoZin-2 fluorescence, MLSMR; Solute carrier family 12 member 5 (Homo sapiens), Q9H2X9; KCC2 cells, thallium flux FluoZin-2 fluorescence; B-score of Tl+ flux slope (higher = more flux/activation; lower = inhibition) at 10 µM; 190,000 tested, 2.2% active;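 active means thallium flux slope and its plate-corrected score both differing from the plate sample mean at a set confidence after two filtering rounds, in either direction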;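 further: slope of fluorescence scaled to starting intensity during 10 to 20 s after thallium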
FXIa inh – human FXIa protease inhibitors, primary screen, biochemical, 1536-well. Coagulation factor XI (Homo sapiens), P03951. purified FXIa, Boc-Glu-Ala-Arg-AMC fluorogenic substrate. inhibition, % at 5 µM. 220,000 tested, 0.14% active. AID 798, 2007;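 active means inhibition of at least 40%; inactive means inhibition below 40%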;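 further: fluorescence of freed AMC excited at 355 nm; 0% = enzyme without compound and 100% = no enzyme blank; many of its hits are not listed in these tables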
Target sequence (P03951 19-387 limits assumed): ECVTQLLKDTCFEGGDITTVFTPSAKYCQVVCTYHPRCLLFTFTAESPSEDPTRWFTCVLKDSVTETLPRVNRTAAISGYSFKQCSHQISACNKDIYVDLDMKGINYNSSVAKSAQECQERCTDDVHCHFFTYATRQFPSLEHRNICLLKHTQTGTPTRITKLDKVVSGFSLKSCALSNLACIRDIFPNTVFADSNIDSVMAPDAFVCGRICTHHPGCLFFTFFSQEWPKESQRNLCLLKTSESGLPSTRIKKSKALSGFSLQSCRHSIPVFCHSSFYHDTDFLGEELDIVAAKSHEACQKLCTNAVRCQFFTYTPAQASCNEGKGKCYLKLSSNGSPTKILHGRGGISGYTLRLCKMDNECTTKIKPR
Target sequence (P03951 388-625 limits assumed): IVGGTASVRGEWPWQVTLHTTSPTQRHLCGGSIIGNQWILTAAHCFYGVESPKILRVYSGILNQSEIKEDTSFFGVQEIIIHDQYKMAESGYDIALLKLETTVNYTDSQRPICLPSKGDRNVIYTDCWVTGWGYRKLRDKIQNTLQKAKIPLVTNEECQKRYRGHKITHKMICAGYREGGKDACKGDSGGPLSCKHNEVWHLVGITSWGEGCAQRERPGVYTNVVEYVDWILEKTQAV
KLK5 inh – human KLK5 protease inhibitors, primary screen, biochemical, 1536-well. recombinant hK5, fluorogenic AMC substrate cleavage. 210,000 tested, 0.59% active. inhibition, % at 5 µM. Kallikrein-5 (Homo sapiens), Q9Y337;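 active means inhibition of 40% or more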;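 further: 0% = enzyme controls without compound and 100% = no-enzyme blanks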
Target sequence (Q9Y337 67-293 limits assumed): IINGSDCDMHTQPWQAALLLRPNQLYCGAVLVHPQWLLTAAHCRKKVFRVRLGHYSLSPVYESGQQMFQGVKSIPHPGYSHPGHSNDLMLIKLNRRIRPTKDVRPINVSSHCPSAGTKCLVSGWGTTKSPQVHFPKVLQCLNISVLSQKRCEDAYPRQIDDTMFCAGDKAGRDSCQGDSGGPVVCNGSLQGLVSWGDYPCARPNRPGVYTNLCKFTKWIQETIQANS
thrombin 1536 – human alpha-thrombin inhibitors, primary screen, counter-screen for coagulation protease inhibitor project, biochemical, 1536-well, fluorogenic AMC substrate | Boc-VPR-AMC fluorogenic substrate cleavage | inhibition, % at 5 µM | 220,000 tested, 0.26% active | AID 1046, 2008;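 active means inhibition at or above 40%; inactive means inhibition below 40%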;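 further: 0% = enzyme with no compound and 100% = wells without enzyme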
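System: Human alpha-thrombin protein | Medium: pH 7.5 Tris (50 mM) with NaCl 150 mM, Tween 20 0.05% | Times: Enzyme reaction carried out at room temperature | Detection: AMC fluorescence, 355/460 nm | Evaluation: Percent inhibition scaled between no-compound controls and no-enzyme blanks | Benchmarks: Enzyme without compound as high, wells lacking enzyme as low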
Active calls of the source: *; / = not tested or not shown; [ ] = dose if it differs, or a comment. This is a subset, so the mix of outcomes need not match the whole.

Molecule	Rad51 HR inh	Furin inhibitor	FXIIa inh	Calpain2 inh	PERK inhibitor	Cl transport mod	FXIa inh	KLK5 inh	thrombin 1536
COc1cc(S(=O)(=O)N2CCN3CCCC3C2)ccc1-n1cnnn1 (centres undefined)	11	9	7	5	-1.1	/	-2	12	6
CC1CCCC(C)N1NC(=S)Nc1ccc(OC(F)F)cc1 (centres undefined)	-10	-20	24	6	1.5	0.92	28	-17	-4
CCC(C(=O)Nc1ccc(C(=O)N2CCCC2)cc1)c1ccccc1 (centres undefined)	6	-11	7	-25	-0.3	/	-4	-1	-5
CC(C)NC(=O)COC(=O)c1ccc(Cl)c(S(N)(=O)=O)c1	-1	-27	7	20	0.3	0.029	2	0	/
Cc1csc(OCC(=O)Nc2ccc(C)c(C)c2)n1	9	-25[20 µM]	-6	11	1.2	0.15	-11	9	-5
ONC(=Nc1ccccc1)c1ccc(Cl)cc1	-6	-13[20 µM]	9	-6	-0.3	0.54	-1	-4	-3
O=C(O)c1cc(S(=O)(=O)N2CCOCC2)ccc1N1CCCCC1	-3	-9	3	-22	1.3	0.79	-3	-9	-12
COc1ccc(N2C(=O)CC(N3CCN(c4nc5ccccc5s4)CC3)C2=O)cc1 (centres undefined)	-32	-18[20 µM]	2	-7	-0.3	-1.6	-7	-2	-7
COCCCNC(=O)c1c(NC(=O)c2cccs2)sc2c1CCCC2	-1	-28[20 µM]	1	-37	-0.5	-0.56	0	-5	1
Cc1ccc2oc(=O)c(/C=C(\O)c3ccccc3)nc2c1	-24	-10	2	7	0.6	0.46	1	-18	6
Cc1cc(Cl)ccc1OCC(=O)NC1CCCC1	6	-23[20 µM]	9	24	-0.6	-0.19	0	-6	1
Cc1cc(C)n2nc(CCCO)nc2n1	7	-21	7	1	1.5	0.63	10	-2	-5
O=C(CCCC(=O)OCC(F)(F)C(F)F)Nc1ccccc1F	3	-19	9	-19	0.8	-0.34	-7	7	1
CCOC(=O)c1cc(C(C)=O)c(=O)n(C)c1N	4	-8	7	9	1.2	0.015	0	-14	-9
O=C(NCc1cccnc1)c1ccc(N2CCOCC2)c([N+](=O)[O-])c1	14	-12	-3	-1	1.9	-0.073	8	-19	4
Cc1nc(N2CCOCC2)c2c(C)c(C(=O)Nc3ccc(F)cc3F)sc2n1	-4	-14	10	-17	0.1	0.021	0	0	-7
Cn1cnnc1SCC(=O)Nc1ccc2nc(SCc3ccccc3)sc2c1	/	-6[20 µM]	6	-6	-0.8	/	-4	-1	1
CCOc1ccc2[nH]c(=O)c(CN(Cc3ccccc3)C(=O)N3CCCC3)cc2c1	3	-23[20 µM]	6	10	-0.4	-0.24	2	-5	-2
Cc1onc(-c2ccccc2)c1C(=O)c1ccccc1	1	-29	7	-1	1.7	-0.06	5	8	-2
CCOc1ccc(C(=O)NCc2cccnc2)cc1	-2	-12	3	-13	0.0	1.6	1	-1	0
Cc1cc(C)cc(NC(=O)c2cnn(-c3ccccc3)c2C2CCNCC2)c1	-5	-8	1	1	0.8	0.14	-9	-6	-27
CCNC(=O)n1cc(-n2cncn2)c(-c2ccc(Cl)cc2)n1	21	-18	7	-20	1.1	0.88	0	3	2
COc1cc(NC(=O)c2ccccc2F)c(OC)cc1NC(=O)CN1CCOCC1	-1	-22	7	-24	0.6	/	-1	2	-6
O=C(CCN1C(=O)c2cccc3cccc(c23)C1=O)NCC1CCCO1 (centres undefined)	18	-20	8	-23	1.2	-0.35	2	2	2
CCOC(=O)c1cc(-c2ccccc2)sc1NC(=O)C(C)Sc1nnc(N)s1 (centres undefined)	1	-19	13	-20	-0.5	-0.47	4	-12	-15
Cc1ccc(S(=O)(=O)Nc2cc(C)c(O)c(S(=O)(=O)c3ccc(C)cc3)c2)cc1	5	-14[20 µM]	13	0	0.2	-2.2	0	2	-1
CCCCC1=CC2=CC(=O)C(C)(OC(=O)CC)C(=O)C2=CN1Cc1ccco1 (centres undefined)	5	1	9	-2	/	0.041	3	3	2
CCCCCC(=O)N/N=C(\C)c1ccc(N2CCCCC2)cc1	/	-32	16	-7	0.0	-1.2	7	-7	-1
CCC1CCCCN1S(=O)(=O)c1ccc(S(=O)(=O)N(Cc2cccs2)C2CC2)cc1 (centres undefined)	-10	-13	13	5	-1.1	-0.098	4	-31	2
CCN1CCCC1CNC(=O)C(=O)Nc1cccc(OC)c1 (centres undefined)	1	0	13	13	0.1	0.18	9	-21	2
CCN=c1scc(C)n1/N=C/c1cc(Br)c(O)c(OC)c1	18	-11	4	-52	0.8	-0.22	-3	-7	3
CC1=C/C(=C/N(C)C)C(=O)O1	-9	-36	6	-21	1.0	-0.14	3	-2	/
CCCC(=O)NCCCc1nc2ccccc2[nH]1	-1	-17	5	3	0.8	0.041	-7	-7	-7
CC(C)CC(=O)NC(=S)Nc1ccccc1F	2	-15[20 µM]	2	16	0.1	-0.64	3	5	-2
COC(=O)c1cc(NC(=O)CCc2c(C)nc3ncnn3c2C)cc(C(=O)OC)c1	0	-28	15	-4	1.4	-1.6	-3	-6	1
C=CCn1c(CNC(=O)c2cccs2)n[nH]c1=S	-3	-24	8	0	0.3	-0.097	-3	-1	-3
CC(C)(C)C1c2[nH]c3ccccc3c2CCN1Cc1cccc(OCCO)c1 (centres undefined)	-54	-26	4	-15	1.3	0.86	0	-2	-3
Cc1ccc(CN2CCN(C(=O)CCN3C(=O)c4ccccc4C3=O)CC2)cc1	2	-16	18	18	-0.2	/	2	-4	-4
CCn1nc(CC(=O)Nc2nnc(CC(=O)N3CCOCC3)s2)c2ccccc2c1=O	/	-19[20 µM]	18	-5	1.4	0.71	4	-11	2
CCOC(=O)CSc1nc2c(c(=O)n(C)c(=O)n2C)n1Cc1ccccc1F	-6	-15	7	4	0.6	0.32	-5	-15	-9
O=C1/C(=C\c2ccco2)SC(=S)N1c1ccc(O)cc1	-41	2	16	7	1.4	-0.14	6	-14	1
Cc1ccc(C(=O)NC2CCS(=O)(=O)C2)cc1S(=O)(=O)N1CCCCC1 (centres undefined)	4	-2[20 µM]	14	5	1.6	-0.77	0	-6	-1
Cc1csc(SC(C)C(=O)Nc2ccc3c(c2)OCCO3)n1 (centres undefined)	0	-29	7	-23	0.0	-0.38	0	-2	11
CC(C)(C)NC(=O)CN(Cc1ccc(F)cc1)C(=O)Cn1nnc(-c2ccc(F)cc2)n1	-9	-31	9	-26	0.8	-2	-2	2	-6
CN(C)c1ccc(NS(=O)(=O)c2cccc(Cl)c2)cc1	-8	-2	8	15	0.8	0.83	7	-19	-5
Cc1cc(C)c(OCC(=O)N(Cc2ccc(N(C)C)cc2)C2CCS(=O)(=O)C2)c(C)c1 (centres undefined)	-5	-14	6	0	-2.0	-1.1	2	-1	-4
COc1ccc(CCNc2oc(COc3ccc(Br)cc3)nc2C#N)cc1OC	-1	-22	9	-12	0.1	/	-2	-7	-6
CC12CCC(C(=O)Nc3nc4ccccc4s3)(OC1=O)C2(C)C (centres undefined)	7	-2	8	2	0.5	0.99	11	13	/
CCN(CC)c1ccc(C(=O)N/N=C/c2ccccc2OC(F)F)cc1	-5	-20	7	-46	0.1	-0.85	-6	-2	-3
CC(C)CN1C(=S)SC(C)(C)C1n1oc(=O)n(-c2ccc(Cl)cc2)c1=O (centres undefined)	4	-14[20 µM]	2	1	-0.5	/	-5	5	-3

An excerpt of these results, with two lines to a compound:
Results follow in this order: Rad51 HR inh, Furin inhibitor, FXIIa inh, Calpain2 inh, PERK inhibitor, Cl transport mod, FXIa inh, KLK5 inh, thrombin 1536
Cc1ccc(S(=O)(=O)Nc2cc(C)c(O)c(S(=O)(=O)c3ccc(C)cc3)c2)cc1
→ 5, -14[20 µM], 13, 0, 0.2, -2.2, 0, 2, -1
CCCCC1=CC2=CC(=O)C(C)(OC(=O)CC)C(=O)C2=CN1Cc1ccco1 (centres undefined)
→ 5, 1, 9, -2, /, 0.041, 3, 3, 2
CCCCCC(=O)N/N=C(\C)c1ccc(N2CCCCC2)cc1
→ /, -32, 16, -7, 0.0, -1.2, 7, -7, -1
CCC1CCCCN1S(=O)(=O)c1ccc(S(=O)(=O)N(Cc2cccs2)C2CC2)cc1 (centres undefined)
→ -10, -13, 13, 5, -1.1, -0.098, 4, -31, 2
CCN1CCCC1CNC(=O)C(=O)Nc1cccc(OC)c1 (centres undefined)
→ 1, 0, 13, 13, 0.1, 0.18, 9, -21, 2
CCN=c1scc(C)n1/N=C/c1cc(Br)c(O)c(OC)c1
→ 18, -11, 4, -52, 0.8, -0.22, -3, -7, 3
CC1=C/C(=C/N(C)C)C(=O)O1
→ -9, -36, 6, -21, 1.0, -0.14, 3, -2, /
CCCC(=O)NCCCc1nc2ccccc2[nH]1
→ -1, -17, 5, 3, 0.8, 0.041, -7, -7, -7
CC(C)CC(=O)NC(=S)Nc1ccccc1F
→ 2, -15[20 µM], 2, 16, 0.1, -0.64, 3, 5, -2
COC(=O)c1cc(NC(=O)CCc2c(C)nc3ncnn3c2C)cc(C(=O)OC)c1
→ 0, -28, 15, -4, 1.4, -1.6, -3, -6, 1
C=CCn1c(CNC(=O)c2cccs2)n[nH]c1=S
→ -3, -24, 8, 0, 0.3, -0.097, -3, -1, -3

Later entries:
Molecule	Rad51 HR inh	Furin inhibitor	FXIIa inh	Calpain2 inh	PERK inhibitor	Cl transport mod	FXIa inh	KLK5 inh	thrombin 1536
CC(=O)c1cccc(-n2nnnc2SCC(=O)Nc2ccccc2N2CCCCC2)c1	4	-26	18	29	0.5	-0.97	19	-28	-9
Fc1ccc(-c2cc(-c3ccccc3)nc(-n3cccn3)n2)cc1	-37	-8	5	30	1.1	-1.8	-2	-3	-2
COc1ccccc1N(CC(=O)NC1CCCCC1)S(=O)(=O)c1cccs1	8	-25	10	-17	0.7	-0.97	3	9	4
CC(C)(C)NC(=O)C(=O)NN=C1CCCCCCC1	/	-12	-1	-5	0.1	/	-2	-5	-3
O=[N+]([O-])c1ccc(N2CCN(C(=S)Nc3ccc(F)cc3F)CC2)cc1	34	-26	8	4	1.6	0.81	-2	-8	2
